Screening results as filed in PubChem BioAssay.
NCI-60 one-dose screen, 48 h, at 10 µM unless noted. Numbers give growth in % (100 = growth as untreated, 0 = no growth, -100 = all killed).
HL-60(TB): HL-60(TB) leukemia cells. AID 1794776. hit rate 9% among 78,000; active = growth percent below 10
* = called active by the depositor; & = joins results of further samples; [ ] = dose if it differs, or a comment.

SMILES | HL-60(TB)
Cc1nc2nc(SCC(=O)Nc3ccc(Cl)cc3)[nH]c(=O)c2nc1C | 102
c1ccc2c(c1)CN1CCCC3=C(c4cncnc4)c4ccccc4C321 (stereo unspecified) | 114
COc1ccc(N(C(=O)c2cccc(OC)c2)C(C(=O)NC(C)(C)C)c2cc3c(C)cc(C)cc3nc2Cl)cc1 (stereo unspecified) | 99
Oc1ccc(C#CCOc2ccccc2)cc1CNCCN(Cc1ccccn1)Cc1ccccn1 | -14*
COc1c(B(O)O)cc(F)cc1-c1nc2ccc3[nH]ncc3c2c2c1COCC2 | 23
O=C(OCC1OC(n2cnc3c(Cl)ncnc32)C(OC(=O)c2ccccc2)C1OC(=O)c1ccccc1)c1ccccc1 (stereo unspecified) | 78
COc1ccc(C2CC(=O)Nc3c2cnn3C)cc1 (stereo unspecified) | 106
c1ccc(NC2Sc3nc4ccccc4nc3N2C2CCCCC2)cc1 (stereo unspecified) | 106
O=c1nc(SCc2cc(F)cc(C(F)(F)F)c2)nc(SCc2ccc3sccc3c2)[nH]1 | 64
Cc1cccc(C(N)=S)n1 | 99
O=C(/C=C/c1ccc([N+](=O)[O-])o1)NNC(=O)c1cc2ccccc2cc1O | 1.2*
C/C(=N/NC(N)=S)C(=O)O | 85
O=C(/C=C/c1c(C(F)(F)F)nc2sccn12)c1cccs1 | 96
N#Cc1c(NC(=O)Nc2cc(C(F)(F)F)cc(C(F)(F)F)c2)sc2c1CCCC2 | 89
O=C(Nc1ccc(CN2CCc3nc4cc(O)c(O)cc4cc32)cc1)Nc1ccc(Cl)c(C(F)(F)F)c1 | 103
O=C(COc1cccc(/C=C2\Oc3ccccc3C2=O)c1)c1ccc([N+](=O)[O-])cc1 | 84
O=C(O)c1cccc(-c2ccc(/C=N/NC(=O)c3[nH]c4ccc(Br)cc4c3-c3ccccc3)s2)c1 | 42
O=C(/C=C/c1ccccc1Cl)c1ccc(Cl)cc1 | 111
N#Cc1c(-c2ccccc2)cc(-c2c[nH]c3ccccc23)nc1-c1c[nH]c2ccccc12 | 104
COc1cc(C2CC(c3ccccc3)=NN2Cn2nnc3ccccc32)cc(OC)c1OC (stereo unspecified) | 122
CCOC(=O)c1nn(C)c(=S)[nH]c1=O | 99
OC1/C(=C/c2cn(Cc3ccccc3)c3ncccc23)N2CCC1CC2 (stereo unspecified) | 115
CCCNc1nc2ccccc2c2c(=O)c3cc(OC)ccc3sc12 | 98
c1ccc2nc3c(cc2c1)oc1ncccc13 | 102
NC(N)=NC1NCC(=O)S1 (stereo unspecified) | 109

Nothing new here: entries from further up.
SMILES | HL-60(TB)
c1ccc2nc3c(cc2c1)oc1ncccc13 | 102
NC(N)=NC1NCC(=O)S1 (stereo unspecified) | 109

Remaining list, next part:
SMILES | HL-60(TB)
COC1C(O)C(O)C(O)C(O)C1O (stereo unspecified) | 85&124
Oc1ccc2ccccc2c1C(N=Cc1ccccc1)c1ccccc1 (stereo unspecified) | 123
CC(/C=N/N=C(N)N)=N\N=C(N)N | 78
Cc1ccc2nc(NC(=O)CSc3nc(Nc4ccc(Cl)cc4)c(C#N)c(-c4ccccc4)n3)sc2c1 | 91
Cc1[nH]c(C2CC(c3ccccc3)=NN2c2ccc(Cl)cc2)c(C)c1C(=O)NCC(F)(F)F (stereo unspecified) | 85
COc1ccc2nc(Cl)c(/C=C3/SC(=O)NC3=O)cc2c1 | 109
c1ccc(Nc2nnc(-c3ccc4c(c3)OCO4)o2)cc1 | 79
COc1cc(-c2cc(-c3ccc(N(C)C)cc3)c(C#N)c(N3CCOCC3)n2)cc(OC)c1OC | 45
C/C=C/C(=O)NCC(=O)O | 100
O=[N+]([O-])c1cccc(-c2nnc3c(/C=C/c4ccccc4O)nc4ccccc4n23)c1 | 52
Cc1cc(NCCCNc2ccnc3cc(Cl)ccc23)nc(N2CCN(C)CC2)n1 | 16
Cc1ccc(/C=C2\SC(=S)N(CC(=O)NCCN3CCOCC3)C2=O)cc1 | 99
c1cn(C23CC4CC(CC(C4)C2)C3)cn1 | 111
CCOC(=O)c1cc(C(=O)c2cc(OC)cc(OC)c2)n2ccc(-c3ccncc3)cc12 | 72
CCOc1nc(-c2ccccc2)cc2c(O)c(C(=O)NCCCO)[nH]c(=O)c12 | 177
O=C(c1ccc(Cl)cc1Cl)N1CCOCC1 | 105
O=C1N[C@@H](Cc2c[nH]c3cc(-n4cc(C[C@@H]5NC(=O)[C@@H]6CCCN6C5=O)c5ccccc54)ccc23)C(=O)N2CCC[C@@H]12 | 98
COc1ccc(Nc2cc(C)nc(N)n2)cc1 | 107
COc1nc(N=[N+]=[N-])nc(-c2c(OC)ccc3ccccc23)n1 | 79
COc1ccc(NC(=S)/N=C2\NN=C(c3ccccc3)CS2)cc1 | 97
O=C(C1=Cc2cc3ccccc3n2Cc2cnnn21)c1ccc(F)cc1 | 98
Nc1ccc(Nc2nccc(-c3ccc4ccccc4c3)n2)cc1 | 21
O=C(NC1CCN(Cc2ccccc2C(F)(F)F)C1=O)c1cc(C(F)(F)F)ccc1O (stereo unspecified) | 109
CN1CCN(C(=O)[C@@]2(C)CC[C@]3(C)CC[C@]4(C)C(=CC[C@@H]5[C@@]6(C)CC[C@H](OC(=O)c7cccnc7)C(C)(C)[C@@H]6CC[C@]54C)[C@@H]3C2)CC1 | -49*
COc1ccc(N(Cc2cc(OC)c(OC)c(OC)c2)C2OC(=O)c3ccccc32)cc1 (stereo unspecified) | 2.9*

In another format: 21 of the compounds above
Molecule,HL-60(TB)
Cc1[nH]c(C2CC(c3ccccc3)=NN2c2ccc(Cl)cc2)c(C)c1C(=O)NCC(F)(F)F (stereo unspecified),85
COc1ccc2nc(Cl)c(/C=C3/SC(=O)NC3=O)cc2c1,109
c1ccc(Nc2nnc(-c3ccc4c(c3)OCO4)o2)cc1,79
COc1cc(-c2cc(-c3ccc(N(C)C)cc3)c(C#N)c(N3CCOCC3)n2)cc(OC)c1OC,45
C/C=C/C(=O)NCC(=O)O,100
O=[N+]([O-])c1cccc(-c2nnc3c(/C=C/c4ccccc4O)nc4ccccc4n23)c1,52
Cc1cc(NCCCNc2ccnc3cc(Cl)ccc23)nc(N2CCN(C)CC2)n1,16
Cc1ccc(/C=C2\SC(=S)N(CC(=O)NCCN3CCOCC3)C2=O)cc1,99
c1cn(C23CC4CC(CC(C4)C2)C3)cn1,111
CCOC(=O)c1cc(C(=O)c2cc(OC)cc(OC)c2)n2ccc(-c3ccncc3)cc12,72
CCOc1nc(-c2ccccc2)cc2c(O)c(C(=O)NCCCO)[nH]c(=O)c12,177
O=C(c1ccc(Cl)cc1Cl)N1CCOCC1,105
O=C1N[C@@H](Cc2c[nH]c3cc(-n4cc(C[C@@H]5NC(=O)[C@@H]6CCCN6C5=O)c5ccccc54)ccc23)C(=O)N2CCC[C@@H]12,98
COc1ccc(Nc2cc(C)nc(N)n2)cc1,107
COc1nc(N=[N+]=[N-])nc(-c2c(OC)ccc3ccccc23)n1,79
COc1ccc(NC(=S)/N=C2\NN=C(c3ccccc3)CS2)cc1,97
O=C(C1=Cc2cc3ccccc3n2Cc2cnnn21)c1ccc(F)cc1,98
Nc1ccc(Nc2nccc(-c3ccc4ccccc4c3)n2)cc1,21
O=C(NC1CCN(Cc2ccccc2C(F)(F)F)C1=O)c1cc(C(F)(F)F)ccc1O (stereo unspecified),109
CN1CCN(C(=O)[C@@]2(C)CC[C@]3(C)CC[C@]4(C)C(=CC[C@@H]5[C@@]6(C)CC[C@H](OC(=O)c7cccnc7)C(C)(C)[C@@H]6CC[C@]54C)[C@@H]3C2)CC1,-49*
COc1ccc(N(Cc2cc(OC)c(OC)c(OC)c2)C2OC(=O)c3ccccc32)cc1 (stereo unspecified),2.9*

Remaining list, next part.
SMILES | HL-60(TB)
Cc1ccccc1NC(=O)c1sc2nc(C)c(C(C)O)cc2c1N (stereo unspecified) | -15*
CCc1ncnc2c1ccn2C(C)c1ccc(OC)c(F)c1 (stereo unspecified) | 32
C=CCOC(=O)C1CC=CCC1C(=O)OCC=C (stereo unspecified) | 108
CN(C)CCNC(=O)c1cc2c3cc(Cl)ccc3[nH]c2c2ncccc12 | -65*
Cc1ccc(Cl)cc1NC(=O)N/C(N)=N/c1nc2ccccc2s1 | -45*
NC(=S)N/N=C/c1ccccc1S(=O)(=O)O | 87
CCN(CCCCO)CCc1c[nH]c2ccc(OC)cc12 | 100
Cc1[nH]cnc1/C=C1\SC(N2CCOCC2)=NC1=O | 91
O=c1c2c(cc3c(O)[nH]c(=S)n13)-c1cc(Cl)ccc1N=2 | 100
Cc1cc2cccc3c2n1CCC3N1CCCC1=O (stereo unspecified) | 82
COC(=O)C(c1ccccc1)C(Cl)(Cl)Cl (stereo unspecified) | 48
CNS(=O)(=O)c1ccc2c(c1)[nH]c(=S)n2C | 105
Cc1nc(-c2ccc(Br)cc2)ccc1C(=O)N/N=C/c1ccccc1 | 91
COc1ccc(C2=CC(c3ccc(C)cc3Br)N3C=CSC3=N2)cc1OC (stereo unspecified) | 123
CCN(CC)c1ccc(C#N)cc1 | 101
N#Cc1cc(-c2ccc(Cl)cc2)c(N)nc1N1CCOCC1 | 116
N#Cc1ccc(Cn2cc(/C=C3/C(=O)C4CCN3CC4)c3cccnc32)cc1 | 94
CC1CNC(=O)N1 (stereo unspecified) | 113
COc1cc(C2CC(c3ccc(C)cc3)=Nc3c(N)nc(N)nc3N2)ccc1Oc1nc(NCCO)nc(N2CCOCC2)n1 (stereo unspecified) | 57
O=C1NC(=C(Cl)Cl)/C(=N/S(=O)(=O)N2CCCC2C2(C(F)(F)F)N=N2)N1 (stereo unspecified) | 109
CN1C(=O)C2(Nc3cc(Cl)ccc3-c3ccnn32)c2ccccc21 (stereo unspecified) | 91
CC(=O)C1=C(C)NC(=S)NC1c1ccccc1 (stereo unspecified) | 107&100
Cc1ccccc1CCCCn1ccc(=O)[nH]c1=O | 110
CCN1CCN(c2nc3ccccc3c3c(=O)c4cc(F)ccc4sc23)CC1 | 104
Cc1cc(C(=O)O)c(N)c(C)n1 | 102

Next section
SMILES | HL-60(TB)
Cc1cccc(C)c1NC(=S)NC=C(C(N)=O)C(N)=O | 110
CCCCN(CCCC)CCCNc1c2c(nc3cc(Cl)ccc13)CCCC2 | 88
Cc1cc(C)c(CCl)c(C)c1CCl | 103
CC12CCC(Cl)CC1=CCC1C2CCC2(C)C(O)CCC12 (stereo unspecified) | 87
NS(=O)(=O)c1ccc(C(=O)NN2C(=O)C3C(C2=O)C2(Cl)C(Cl)=C(Cl)C3(Cl)C2(Cl)Cl)cc1 (stereo unspecified) | 106
O=[N+]([O-])c1ccccc1[I+]c1ccccc1 | 111
CCSCN1CC(C)N(CSCC)CC1C (stereo unspecified) | 112
CC(C)(C)C(=O)C[n+]1cc2ccccc2c2ccccc21 | 103
CCCCCNC(=O)COc1ccc(CCN2CCn3c(nc4c3c(=O)n(C)c(=O)n4C)C2)cc1 | 98
COC(=O)c1cc(NC(=O)c2cc([N+](=O)[O-])cn2C)c2cccc(C(=O)OC)c2c1 | 90
COc1cc(C2CC(O)(c3ccc(Cl)nc3)C(C(=O)c3ccc(Cl)nc3)C(c3cc(OC)c(OC)c(OC)c3)C2C(=O)c2ccc(Cl)nc2)cc(OC)c1OC (stereo unspecified) | 102
COc1cc(NC(C)CCCNC2CN3CCC2CC3)c2ncccc2c1 (stereo unspecified) | 66
O=c1n(CCO)c(=O)n(CCO)c(=O)n1CCO | 89[100 µM]
CCC/C=C(/C(C)=O)C(=O)OCC | 93
O=CN1N=C(c2ccc(Cl)cc2)CC1c1cccc(Nc2ccnc3cc(Cl)ccc23)c1 (stereo unspecified) | -25*
COc1cc(C)cc2oc3oc(=O)c(-c4csc(-c5cc6ccccc6o5)n4)cc3c(=O)c12 | 95
N#Cc1ccc(Nc2nc(Br)cnc2N)cc1 | 95
COc1cccc(-c2nc3occn3c2-c2ccnc(NCCNS(=O)(=O)c3ccc(C(F)(F)F)cc3)n2)c1 | 116
Nc1ncnc2c1N=C(c1ccccc1)CC(c1cccc(Nc3ccnc4cc(Cl)ccc34)c1)N2 (stereo unspecified) | 83
Cc1ccc(Cl)c2ccccc12 | 89
Cc1cc2nc3c4ccccc4n(CCC(=O)NCCN4CCOCC4)c3nc2cc1C | 96
CCCCC1=C(P(=O)(O)O)N[C@H](C(=O)OCC)CS1 | 124
CCNc1nc2ccccc2c2c(=O)c3cccc(C)c3sc12 | 106
CC1CN(c2ccc3ncc(-c4nc(NC5CC5)ncc4F)n3c2)CC(C)O1 (stereo unspecified) | 102
COc1cc2c(cc1OC)C[N+](C)(C)C(C)C2 (stereo unspecified) | 90

Next section
SMILES | HL-60(TB)
Cc1cc(O)ccc1N=O | 88
COc1ccccc1/C=C1\Oc2ccc(O)cc2C1=O | 93
CCN1CCN(C(C(=O)NC2CCCCC2)c2ccc(Cl)cc2)C(=O)c2ccccc2C1=O (stereo unspecified) | 107
N#Cc1c(-c2ccccc2)cc(-c2ccccc2)n(CCC(=O)NO)c1=O | 101
CC(C)(O)C(=O)O | 103
Fc1ccc(-c2cc(-c3ccco3)nc(OCCn3cncn3)n2)cc1 | 99
O=C(O)Cn1c(O)c(/C=C2/C=c3cc4c(cc3=NC2=O)OCO4)sc1=S | 115
CCCCCCCCCCCCCCCCCCNC(=O)[C@H]1CSC(c2cccs2)N1 (stereo partly specified) | -68*
CCOC(=O)c1csc(NC(=O)c2ccc(N3CCCCC3)c([N+](=O)[O-])c2)n1 | 99
COc1ccc(C(=O)/C=C/c2ccccc2)cc1S(=O)(=O)NNC(=O)c1ccncc1 | 99
CC1(C)C=Cc2c(ccc3c2[N+]([O-])=C2C(C)(C)[C@H]4C[C@]56CCCN5C(=O)[C@@]4(C[C@@]23O)NC6=O)O1 | 81
C/C(=N\N=C1\SCC(=O)N1c1cc(C)ccc1Cl)c1cc2ccccc2oc1=O | 88
CCOC(=O)C(Cc1ccc(C)cc1)(NC(C)=O)C(=O)OCC | 93
CC(C)(C)OC(=O)NCC(=O)NCC(=O)NCC(=O)OCc1ccccc1 | 118
CC(O)CC(O)CC1CCCO1 (stereo unspecified) | 102
O=C1CCN(c2ccccc2)N1Cn1nnc2ccccc21 | 92
CC(=O)Cc1cccnc1 | 82
COP(=O)(OC)C(c1ccccc1)(c1ccccc1)c1ccccc1 | 45
CCN(CC)c1ccc(/C=N/NC(=O)CSc2nc3ccccc3c(=O)n2CCc2ccc(S(N)(=O)=O)cc2)c(O)c1 | -19*

A portion of the library; count on the stated rates, not on these rows.
